Source: PubChem BioAssay
SUMO Mot1 rescue: blocks SUMOylation pathway, rescuing yeast Mot1-301 growth | S. cerevisiae Mot1-301 growth rescue, ATP luminescence, 38.5C; percent above DMSO median, 100 means doubled | AID 2716 | growth rescue, % at 18.8 µM | hit rate 1% among 320,000;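 active = every valid replicate shows activation above 250% relative to neutral control wells; inactive = the rest, any valid replicate at or below 250%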;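 also: OY570 slx delta 5 strain wells were the positive control but not used for scaling; some compounds called inactive have numbers as strong as hits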
PfHsp90 set2: reduces growth (ATP signal) of yeast expressing P. falciparum Hsp90. hit rate 0.32% among 310,000. inhibition, % at 9.4 µM. S. cerevisiae expressing PfHsp90, BacTiter-Glo ATP, 48 h; yeast lacking PDR1 and PDR3 efflux regulators. AID 504621;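 active = every replicate shows inhibition above about 80%, whatever the replicate mean, limit read from the data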;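 also: 0% = DMSO neutral controls and 100% = 20 µM radicicol positive controls; yeast relying on Plasmodium falciparum Hsp90 in place of its own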
E coli growth: bacterial growth inhibition, counter-screen for AddAB inhibitors; inhibition, % at 11.9 µM; AID 449728; E. coli V3065 growth, OD600 absorbance, 18 h; hit rate 0.27% among 330,000;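 active = inhibition above the campaign's mean inhibition across all tested compounds plus 3 SD, cut at about 9.9% in these data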;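 also: uninfected addAB+ strain grown without phage in ampicillin broth; 0% = DMSO wells and 100% = ciprofloxacin 0.95 µg/ml wells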
HTR5A inv ctr: inverse agonist of human HTR5A in OPRM1-OPRD1 counter-screen; inhibition, % at 9.3 µM; HTR5A cell line, luminescence, inverse agonism; hit rate 0.083% among 340,000; in the data active = inhibition mostly above about 23%, no sharp cut-off; inactive = mostly below about 18%;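 also: 0% = cells with DMSO and 100% = no-cell wells with DMSO; some compounds called inactive have numbers as strong as hits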
Target sequence (P47898 whole entry, looked up): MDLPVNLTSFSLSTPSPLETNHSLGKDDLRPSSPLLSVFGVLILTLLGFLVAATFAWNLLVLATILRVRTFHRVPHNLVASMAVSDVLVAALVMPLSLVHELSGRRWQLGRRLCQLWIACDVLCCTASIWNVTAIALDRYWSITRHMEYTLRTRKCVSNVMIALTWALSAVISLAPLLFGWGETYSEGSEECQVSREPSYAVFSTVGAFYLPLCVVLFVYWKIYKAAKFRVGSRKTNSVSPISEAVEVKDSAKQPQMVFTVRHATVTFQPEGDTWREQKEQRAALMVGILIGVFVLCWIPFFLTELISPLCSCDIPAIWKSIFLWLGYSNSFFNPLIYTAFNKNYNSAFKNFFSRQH
OPRM1-OPRD1 ag: agonists of human mu-delta opioid receptor heterodimerization | cells, OPRM1-OPRD1 heterodimerization, luminescence | activation, % at 9.3 µM | AID 504326 | hit rate 0.3% among 340,000; in the data active = activation above about 18%;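 also: 0% = vehicle-treated cells and 100% = reference agonist; values of inactives mirror those of a sister screen read the other way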
PKA-R2B activ: activates the human PKA-R2B holoenzyme complex. hit rate 0.079% among 340,000. PKA-R2B holoenzyme dissociation, Cy5-IP20 fluorescence polarization; R2B truncated from residue 108, S112A mutant; 0% DMSO only, 100% 113 µM cGMP. AID 504700. P22694+P31323. activation, % at 11.4 µM;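 active = activation above a cutoff set at the mean over all compounds plus 3 SD, cut at about 18% in these data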;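 also: higher means more holoenzyme dissociation and a rise in polarization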
Target sequence (P31323 whole entry, looked up, other chains not shown, the tested form may be a part): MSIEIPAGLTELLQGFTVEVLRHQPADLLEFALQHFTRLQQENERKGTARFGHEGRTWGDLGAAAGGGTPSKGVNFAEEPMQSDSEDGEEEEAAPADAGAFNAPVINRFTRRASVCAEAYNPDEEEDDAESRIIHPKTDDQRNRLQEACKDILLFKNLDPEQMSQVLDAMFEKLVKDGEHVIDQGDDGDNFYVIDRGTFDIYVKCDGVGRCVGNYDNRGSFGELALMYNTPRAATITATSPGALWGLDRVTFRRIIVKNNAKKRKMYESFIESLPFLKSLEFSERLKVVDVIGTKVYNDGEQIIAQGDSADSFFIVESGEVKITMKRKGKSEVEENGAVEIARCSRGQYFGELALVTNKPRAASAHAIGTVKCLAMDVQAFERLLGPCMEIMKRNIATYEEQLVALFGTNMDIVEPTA
Tat export inh: E. coli Tat transport inhibition | hit rate 0.036% among 340,000 | AID 488895 | E. coli MC4100 TorA-mCherry Tat export, fluorescence | inhibition, % at 10 µM;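 active = mean replicate inhibition at least 50% and at least half of replicates individually reaching 50%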;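 also: exported cargo escapes ClpAP degradation while cytoplasmic cargo is degraded and loses fluorescence; 0% = median of neutral control wells and 100% = median of NaSCN control wells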
PKA-R1A activ: activates the PKA-R1A holoenzyme complex; activation, % at 11.4 µM; hit rate 0.083% among 340,000; AID 504707; PKA-R1A dissociation, Cy5-IP20 fluorescence polarization; scaled: DMSO 0%, 113 µM cGMP 100%; P00514+P68181;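 active = percent activation above the mean of all tested compounds plus 3 SD, cut at about 19% in these data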;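 also: higher means more PKAc released from R1A so a rise in polarization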
OPRM1-OPRD1 inv: mu-delta opioid heterodimer inverse agonism. cell-based MOR-DOR heterodimer luminescence. AID 504357. inhibition, % at 9.3 µM. P35372+P41143. hit rate 0.21% among 340,000; in the data active = inhibition above about 22%, passing the limit was not always enough;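 also: 0% = cells with DMSO and 100% = wells without cells with DMSO; values of inactives mirror those of a sister screen read the other way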
phage Ecoli inh: E. coli growth loss with phage present. growth absorbance. inhibition, % at 11.9 µM. hit rate 0.26% among 360,000. AID 651602; in the data active = inhibition above about 11%
AddAB inh: less growth of phage-infected E. coli with AddAB; E. coli expressing H. pylori AddAB, absorbance growth; inhibition, % at 11.9 µM; hit rate 0.29% among 330,000; AID 435030; in the data active = inhibition above about 12%;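 also: 0% = vehicle wells of infected cells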
An asterisk follows results filed as active; · = no result given.

SMILES	SUMO Mot1 rescue	PfHsp90 set2	E coli growth	HTR5A inv ctr	OPRM1-OPRD1 ag	PKA-R2B activ	Tat export inh	PKA-R1A activ	OPRM1-OPRD1 inv	phage Ecoli inh	AddAB inh
CSc1ccc(S(=O)(=O)NCC(=O)OC2CCOC2=O)cc1[N+](=O)[O-] (stereo not given)	7	5	0.2	-20	-0.5	-18	-2	-15	2	0.4	0.8
O=C(O)c1cccc(-n2cccc2/C=C\[N+](=O)[O-])c1	-3	·	0.8	18	0.4	2	-7	5	-2	0.1	0.9
O=C(O)CSc1sc(=S)sc1SCC(=O)O	-10	-34	-3.2	-13	-2.8	1	-5	-4	15	-2.0	0.8
O=C(C1CCC(CNS(=O)(=O)c2cccc3cccnc23)CC1)N1CCc2ccccc21 (stereo not given)	-9	13	-0.6	-12	0.7	-8	3	-2	-4	0.8	1.9
CCN(CC)CCn1cnc2c1c(=O)[nH]c(=O)n2Cc1ccccc1	-7	6	-1.8	·	·	-4	-3	-8	·	3.8	-1.4
CCCS(=O)(=O)N1CCN(C(=O)c2ccc(-c3ccccc3)cc2)CC1	·	8	-0.3	-15	-0.3	-1	-1	-4	2	2.8	2.6
S=C(NCCC1=CCCCC1)Nc1ccc(Cl)cc1	-14	25	0.3	14	3.6	5	4	-3	-22	4.7	2.4
O=C(Cc1ccc(Cl)cc1)NCCS(=O)(=O)N1CCN(c2ccccc2)CC1	4	6	1.0	5	2.8	0	4	-9	-19	4.8	-0.3
CCCc1ccc2oc(C(=O)N3CCN(c4cnccn4)CC3)c(C)c2c1	-4	-4	1.6	-33	2.9	-5	14	-8	-16	2.3	2.8
CCN1CCN(C(=S)c2ccc(Cl)c(Cl)c2)CC1	4	·	-2.7	7	-2.8	-4	5	-10	15	2.3	-0.7
COc1cccc(NS(=O)(=O)c2ccc3[nH]cc(C(=O)NCCN4CCOCC4)c(=O)c3c2)c1	0	4	1.3	-47	0.1	-7	-5	-10	0	1.7	1.1
O=C(O)CCc1nc(-c2ccc(Cl)cc2)no1	2	7	-0.6	1	-2.8	8	1	6	14	1.8	2.2
O=S(=O)(NCc1cccs1)c1cccc(S(=O)(=O)N2CCCCC2)c1	1	4	3.1	2	-0.3	-15	-1	-5	2	1.8	3.0
COc1ccc(F)cc1C(=O)C1CCCN(C(=O)Cc2c(C)noc2C)C1 (stereo not given)	62	-9	-1.3	13	-0.5	-12	-2	-5	3	-2.1	1.2
Nn1c(SCc2cn3cc(Cl)ccc3n2)nnc1-c1ccncc1	·	-4	1.9	10	-2.9	-4	0	-12	16	0.0	-0.7
O=C1CSC(c2cn(-c3ccccc3)nc2-c2cc3ccccc3oc2=O)N1Cc1ccccc1 (stereo not given)	-15	-21	-1.4	-24	-1.2	-2	0	-10	7	0.5	2.9
O=C(OCc1ccccc1C(F)(F)F)c1ccc(Br)c(S(=O)(=O)N2CCOCC2)c1	·	·	·	13	-2.3	-8	-2	-7	9	0.6	·
O=C(COc1ccc(S(=O)(=O)N2CCCCC2)cc1)NCC1CCCO1 (stereo not given)	-1	5	3.8	-3	-1.6	-7	-8	-4	8	2.6	1.4
COc1cc(OC)c2c(-c3cccc(-c4ccc(C(F)(F)F)cc4)c3)cc(=O)oc2c1	·	-6	0.7	-15	-4.2	-3	-3	-8	21	0.9	0.2
O=C(c1ccc2c(c1)OCO2)N1CCCC1	-6	·	-0.2	6	-1.7	-6	-2	-1	10	2.5	2.3
COc1ccc(-n2ncc3c(=O)n(Cc4c(F)cccc4Cl)cnc32)cc1	-2	-12	1.4	-9	-1.4	-16	-3	2	7	2.6	1.4
Cc1ccc(S(=O)(=O)N(C)CC(=O)NCCCn2nc(C)cc2C)cc1	-12	-25	-2.0	15	-2.2	-9	-5	11	9	3.3	-1.5
CN(CC(=O)Nc1ccc(F)cc1)C(=O)COC(=O)Cc1cccs1	-3	8	2.9	-12	-0.3	6	7	-1	2	1.8	0.3
Cc1ccc(S(=O)(=O)Nc2cc(=O)[nH]c(SCc3ccccc3Cl)n2)cc1	11	-12	0.3	12	-0.2	-7	-25	-5	1	3.3	1.9
CCCCCCCCOC(=O)CCc1c(C)[nH]c(=S)[nH]c1=O	-12	-11	2.2	-62	5.5	-4	0	-7	-31	1.2	-0.8
O=[N+]([O-])c1ccc(CCn2ccnc2)cc1	42	4	-0.7	-7	-3.8	-12	5	-9	22	3.0	1.2
COc1cccc(/C=C/C(=C2/C(=O)N(c3ccccc3)N=C2C)c2ccc(Br)cc2)c1OC	-16	-5	0.4	-15	-0.7	-3	-3	4	4	·	2.1
O=C(COc1ccc2c3c(c(=O)oc2c1)CCCC3)NCc1ccccn1	11	-11	0.2	-8	-2.8	3	1	-6	14	0.8	3.4
O=C(Nc1cccc(F)c1)c1coc(=O)c(Br)c1	18	21	1.8	-29	3.2	-1	-4	-7	-22	1.3	1.6
Cc1cccc(-n2nnc(C(=O)N3CCc4ccccc4C3)c2N)c1	9	72	-2.5	-6	-3.1	0	3	-8	16	1.4	4.8
COc1ccc(S(=O)(=O)N2CCC(C(=O)NCc3ccncc3)CC2)cc1	3	-5	-1.0	3	-2.4	7	-5	-4	12	1.5	0.9
CCc1c(C)sc(NC(=O)CC#N)c1C#N	-15	-9	-3.3	2	-0.4	-10	8	-4	2	·	0.1
Cn1c(CC(=O)Nc2ccccc2Cl)nnc1SCC(=O)NC1CCCCC1	-25	-14	0.6	-14	1.1	-2	-9	-8	-9	-0.2	2.2
COc1cccc(C(=O)Nc2ncc3c(n2)CC(C)(C)CC3=O)c1	73	25	2.4	-14	1.9	2	-4	3	-11	-0.7	-1.3
NC(=O)CCn1c2ccccc2c2ccccc21	2	-14	0.4	-3	-5.0	-1	2	-3	25	2.0	1.2
Cc1nn(C)cc1CN(C)C(=O)CCc1nnc(CCC2CCCCC2)o1	-4	2	1.4	9	-0.8	-9	-4	-11	4	-1.1	-0.3
Cc1ccc(NC(=O)N2CCCC(c3nc(-c4ccc(F)cc4)no3)C2)cc1 (stereo not given)	-8	-8	0.1	7	2.8	-2	3	7	-15	1.5	0.8
CCOc1ccc(CN(CC)C(=O)c2ccc3c(c2)[nH]c(=O)c(=O)n3CC)cc1OC	9	-32	-0.9	-3	-0.2	-6	0	-4	1	2.2	1.7
C[C@H]1CN(CCc2ccccc2)C(=O)[C@@H]1CC(=O)NCc1ccccc1	1	-12	0.2	-6	-0.2	-3	-4	-3	1	1.6	2.3
COc1ccc(NC2CCCN(C(=O)COc3ccc(C)cc3)C2)cc1 (stereo not given)	16	1	-2.0	-49	-3.2	1	-8	7	18	0.6	3.2
COc1ccc(C(=O)NCCCN2CCOCC2)cc1	-10	7	5.2	13	-4.1	9	2	-10	19	1.2	1.0
O=C(N/N=C/c1cccc([N+](=O)[O-])c1)C(=O)N1CCCCCC1	7	·	-0.2	-13	-2.2	-5	6	1	12	1.7	2.7
FC(F)(F)c1cccc(-c2nc3nc(Cl)c(Cl)nc3[nH]2)c1	-3	-11	2.0	-9	-1.9	-14	-10	-2	9	·	4.0
Cn1cc(C(=O)c2ccc(Cl)cc2Cl)cc1C(=O)N/N=C(\N)COc1ccccc1	-4	-1	-0.3	12	-1.3	-6	-9	-7	7	0.1	3.5
C/C(=N\NC(=O)c1nnn(-c2nonc2N)c1CSc1ccc(Cl)cc1)c1ccco1	-17	12	-0.1	-30	0.2	-14	-6	1	-1	1.3	4.4
Cc1ccc(NC(=O)OCCN2CCN(Cc3ccccc3)CCC2=O)cc1C	-8	11	0.8	-7	-0.3	-3	-2	13	2	3.0	1.9
NC(=O)c1ccc(Nc2ccc3nonc3c2[N+](=O)[O-])cc1	-2	15	·	-9	0.8	-12	-4	-15	-4	-0.7	·
Cc1ccc2nc(COC(=O)CNC(=O)c3ccccc3)cn2c1	·	·	·	9	-0.9	-10	-14	-3	6	-0.6	·
COc1ccc(C(=O)CSc2nnc(CNC(=O)c3ccco3)n2C)cc1	265	·	-2.0	27	-1.1	-12	1	-2	5	-0.9	-0.1
CC(C)n1c(SCC(=O)N2CCCC2)nc2c1c(=O)n(C)c(=O)n2C	-1	5	-1.0	4	-1.7	-3	-1	-4	10	0.8	1.4
CN1CCc2c(sc3c2C(=O)NC(c2ccc(-c4cccc(Cl)c4)o2)N3)C1 (stereo not given)	-4	-9	-1.3	-15	-0.4	-1	7	12	2	·	-0.9
CC(C)c1ccc(S(=O)(=O)N2CCN(C(C)C(=O)NC3CCCC3)CC2)cc1 (stereo not given)	·	-5	0.8	5	-1.9	3	1	-3	10	1.2	1.9
CC(C)=CCN1CCN(Cc2cnc(-c3ccccc3)s2)CC1CCO (stereo not given)	-10	-2	1.8	-8	-1.1	-9	-1	9	5	1.3	4.7
CCC(=O)N/C(=N\OCc1ccc(F)cc1)c1nonc1NC(=O)CC	6	2	-0.7	-7	-2.4	-13	2	-13	15	1.9	2.8
Cc1cc(C)c(S(=O)(=O)N2CCN(C(=O)C3COc4ccccc4O3)CC2)c(C)c1 (stereo not given)	25	-14	-3.2	17	1.6	-4	16	-7	-6	-0.3	1.4
Cc1ccc(NC(=O)COC(=O)CCNS(=O)(=O)c2c(Cl)cccc2Cl)cc1	3	·	0.3	6	-2.1	-10	3	2	11	-0.2	0.1
COc1ccc(NC(=O)CN(C)C(=O)c2cn(-c3ccccc3)nc2-c2ccc(Cl)cc2)cc1	74	·	-1.8	2	3.1	-8	13	-9	-16	4.5	-0.6
COCCN1C(=O)N(c2cccc(OC)c2)C(=O)C1CC(=O)Nc1ccc(Cl)cc1 (stereo not given)	-22	18	1.2	-14	0.2	7	-9	18	-1	1.8	4.3
O=C(COc1ccc(S(=O)(=O)Nc2ccc(Cl)cc2)cc1)N1CCOCC1	4	-3	1.5	-10	-3.8	3	-1	1	20	2.8	3.1
Cc1oc(-c2ccc(Cl)cc2)nc1CN1CCC(C(=O)N2CCN(Cc3ccccc3)CC2)CC1	10	-3	-3.0	-43	5.1	1	4	2	-26	2.7	4.0

Next section.
SMILES	SUMO Mot1 rescue	PfHsp90 set2	E coli growth	HTR5A inv ctr	OPRM1-OPRD1 ag	PKA-R2B activ	Tat export inh	PKA-R1A activ	OPRM1-OPRD1 inv	phage Ecoli inh	AddAB inh
Cc1[nH]c2ccccc2c1-c1csc(N)n1	110	16	·	-4	0.0	0	-3	-3	0	2.5	·
COc1ccc(CCNC(=O)CS(=O)(=O)Cc2nc(-c3ccccc3Cl)oc2C)cc1OC	-2	-19	0.3	-15	-0.3	6	-3	-7	2	0.9	-0.6
Cc1cc(C)c2nc(NC(=O)c3ccc([N+](=O)[O-])o3)sc2c1	2	-2	-1.1	-11	0.0	-7	-9	-4	0	-1.6	-0.5
CCCNC(=S)NCCN1CCCCC1	-3	·	-3.6	6	-2.7	4	-9	7	16	-0.2	1.6
COc1ccccc1-c1nnc(NC(=O)c2cccc(N3C(=O)CCC3=O)c2)o1	4	-6	1.7	-6	2.0	-2	-11	-3	-10	4.0	1.7
